Screening results from PubChem.
NCI-60 one-dose screen, 48 h, at 10 µM unless noted. Numbers give growth in % (100 = growth as untreated, 0 = no growth, -100 = all killed).
KM12: KM12 colon cancer cells | 5% of 82,000 active | AID 1794800
HT29: HT29 colon cancer; 7.4% of 81,000 active
SF-539: SF-539 CNS cancer; 6.8% of 81,000 active
SNB-75: SNB-75 CNS cancer. 5% of 79,000 active
HCC-2998: HCC-2998 colon cancer; 4.7% of 79,000 active; AID 1794799
SNB-19: SNB-19 CNS cancer cells. 2.5% of 81,000 active
SW-620: SW-620 colon cancer; 5.2% of 82,000 active
SF-295: SF-295 CNS cancer cells; 5.6% of 79,000 active; AID 1794758
SF-268: SF-268 CNS cancer cells | 3.1% of 82,000 active
An asterisk follows results filed as active. Rule for the calls: active = growth percent below 10; inactive = the rest. Compounds as they come; 11% or so of the library scored in one or more.

How did O=C1CCC(c2c(O)cc(O)c3c(=O)c(O)c(-c4ccc(O)c(O)c4)oc23)N1 (configuration not stated) do in these assays?
KM12: 101; HT29: 84; SF-539: 103; SNB-75: 99; HCC-2998: 89; SNB-19: 108; SW-620: 108; SF-295: 101; SF-268: 96

Results for COC(=O)C1=Nc2cc(OC)cc(OC)c2/C1=C/c1sc(=S)[nH]c1O ?
KM12: 89; HT29: 105; SF-539: 105; SNB-75: 96; HCC-2998: 102; SNB-19: 98; SW-620: 95; SF-295: 100; SF-268: 99

What do the screens show for `CCCCCC(/C=N/Nc1ccccc1)C(O)(C(F)(F)F)C(F)(F)F` (configuration not stated)?
KM12: 100; HT29: 98; SF-539: 100; SNB-75: 86; HCC-2998: 98; SNB-19: 105; SW-620: 104; SF-295: 93; SF-268: 99

What do the screens show for `OCCOc1c(Cl)c(Cl)c(Cl)c(Cl)c1Cl`?
KM12: 107; HT29: 102; SF-539: 108; SNB-75: 94; HCC-2998: 98; SNB-19: 106; SW-620: 113; SF-295: 114; SF-268: 108

How did CCCOC(=O)n1cccc1 do in these assays?
KM12: 100; SNB-75: 75; HCC-2998: 104; SNB-19: 100; SW-620: 102; SF-295: 122; SF-268: 98

What do the screens show for `COc1ccc(-c2nnc(Nc3cc(OC)ccc3OC)o2)cc1`?
KM12: 106; HT29: 89; SF-539: 102; SNB-75: 109; HCC-2998: 103; SNB-19: 107; SW-620: 105; SF-295: 96; SF-268: 102

Results for CCN(CC)C(Cl)=Nc1ccc(Cl)cc1 ?
KM12: 107; HT29: 97; SF-539: 106; SNB-75: 89; HCC-2998: 101; SNB-19: 95; SW-620: 102; SF-295: 97; SF-268: 106

What do the screens show for `O=c1c2c3c(sc2nc2nc(-c4ccccc4)[nH]n12)CCCC3`?
KM12: 95; HT29: 98; SF-539: 101; SNB-75: 73; HCC-2998: 105; SNB-19: 100; SW-620: 104; SF-295: 99; SF-268: 96

Results for O=C1S/C(=C\c2ccc(Cl)cc2)C(=O)N1Cc1cc(=O)oc2ccc(Cl)cc12 ?
KM12: 100; HT29: 103; SF-539: 107; SNB-75: 92; HCC-2998: 98; SNB-19: 106; SW-620: 115; SF-295: 106; SF-268: 93

Results for COc1cc2c3c(n([C@H]4CCOC4)c(=O)c2cc1OC)-c1cc2c(cc1C3=O)OCO2 ?
KM12: 57; HT29: 41; SF-539: 1.0*; SNB-75: 32; HCC-2998: 71; SNB-19: 31; SW-620: 46; SF-295: -5.7*; SF-268: 32

Results for Cc1cc(C)c(N2C(=O)CC(Sc3ccccc3N)C2=O)c(C)c1 (configuration not stated) ?
KM12: 51; HT29: 66; SF-539: 88; SNB-75: 56; SNB-19: 83; SW-620: 56; SF-295: 47; SF-268: 81

How did C/C(=N\Nc1ccc(S(N)(=O)=O)cc1)c1cc2ccccc2o1 do in these assays?
KM12: 105; HT29: 113; SF-539: 95; SNB-75: 110; HCC-2998: 112; SNB-19: 101; SW-620: 117; SF-295: 97; SF-268: 111

What do the screens show for `C(=N/Nc1ncnc2nc[nH]c12)/c1ccccn1`?
KM12: 36; HT29: 59; SF-539: 21; SNB-75: 76; HCC-2998: 28; SNB-19: 54; SW-620: 37; SF-295: 20; SF-268: 27

Results for O=C1NNC(c2ccccc2)=N/C1=C\c1ccccc1F ?
KM12: 100; HT29: 113; SF-539: 107; HCC-2998: 110; SNB-19: 103; SW-620: 101; SF-295: 102; SF-268: 102

Results for C[C@]12CC[C@H](O)CC1=CC[C@@H]1[C@@H]2CC[C@]2(C)c3[nH]ncc3C[C@@H]12 ?
KM12: 91; SF-539: 89; SNB-75: 88; HCC-2998: 84; SNB-19: 99; SW-620: 93; SF-295: 95; SF-268: 97

What do the screens show for `CN(C)Cc1cc(Br)c(O)c(Br)c1`?
KM12: 95; HT29: 97; SF-539: 96; SNB-75: 89; HCC-2998: 103; SNB-19: 100; SW-620: 103; SF-295: 101; SF-268: 95

How did CS(=O)(=O)c1ccc(CC(=O)Nc2cc(NCc3ccc[n+]([O-])c3)c([N+](=O)[O-])cc2Cl)cc1 do in these assays?
KM12: 100; HT29: 100; SF-539: 104; SNB-75: 85; HCC-2998: 110; SNB-19: 100; SW-620: 97; SF-295: 95; SF-268: 96

What do the screens show for `CCOC(=O)NCCCCCCl`?
KM12: 97; HT29: 98; SF-539: 108; SNB-75: 85; HCC-2998: 111; SNB-19: 105; SW-620: 105; SF-295: 99; SF-268: 109

Results for CCOC(=O)c1nn(C2CCCCO2)c2ccc(NC(=O)Cn3nnc4ccccc43)cc12 (configuration not stated) ?
KM12: 104; HT29: 115; SF-539: 100; SNB-75: 79; HCC-2998: 111; SNB-19: 86; SW-620: 105; SF-295: 99; SF-268: 101

How did O=C1/C(=C/c2ccccc2)CCc2nc3ccccc3c(/C=C/c3ccccc3)c21 do in these assays?
KM12: 95; HT29: 99; SF-539: 101; SNB-75: 81; HCC-2998: 120; SNB-19: 102; SW-620: 103; SF-295: 108; SF-268: 94

Results for CN1CCN(CCOc2ccc(-c3cnc4c(-c5cccc(F)c5F)cnn4c3)cc2)CC1 ?
KM12: -69*; HT29: -46*; SF-539: -73*; SNB-75: 115; HCC-2998: 101; SNB-19: 8.0*; SW-620: -69*; SF-295: -3.7*; SF-268: 25

What do the screens show for `O=C(Nc1ccccc1S)c1ccc(-n2nc(-c3ccccc3)c3ccccc32)cc1`?
KM12: 99; HT29: 95; SF-539: 102; SNB-75: 66; HCC-2998: 107; SNB-19: 96; SW-620: 108; SF-295: 101; SF-268: 99

Results for CCCC1=C(C(=O)OCC)C(c2ccc(OC)cc2)NC(=O)N1 (configuration not stated) ?
KM12: 103; HT29: 104; SF-539: 106; SNB-75: 83; HCC-2998: 93; SNB-19: 101; SW-620: 94; SF-295: 100; SF-268: 105

Results for CCCCOc1ccccc1[N+](=O)[O-] ?
KM12: 99; HT29: 94; SF-539: 99; SNB-75: 100; HCC-2998: 97; SNB-19: 107; SW-620: 98; SF-295: 99; SF-268: 111

How did CC1(C)C=C2[C@H]3CC[C@@H]4[C@@]5(C)CCC(=O)C(C)(C)[C@@H]5CC[C@@]4(C)[C@]3(C)CC[C@@]2(C=O)CC1 do in these assays?
KM12: 100; HT29: 90; SF-539: 102; SNB-75: 79; HCC-2998: 108; SNB-19: 96; SW-620: 101; SF-295: 94; SF-268: 96

Results for COc1ccc(C(=O)/C=C/c2cccc(Nc3ccnc4cc(Cl)ccc34)c2)cc1 ?
KM12: 53; HT29: 1.0*; SF-539: 28; SNB-75: -1.2*; HCC-2998: 69; SNB-19: 51; SW-620: 19; SF-295: 31; SF-268: 39

Results for CCCCC(NC(=O)CN1C(=O)/C(=C/C(C)=C/c2ccccc2)SC1=S)C(=O)O (configuration not stated) ?
KM12: 102; HT29: 120; SF-539: 101; SNB-75: 99; HCC-2998: 110; SNB-19: 96; SW-620: 95; SF-295: 95; SF-268: 100

How did O=C1CSC(=S)N1 do in these assays?
KM12: 102; HT29: 98; SF-539: 111; SNB-75: 102; HCC-2998: 101; SNB-19: 106; SW-620: 101; SF-295: 101; SF-268: 95

Results for O=C(Nc1ccc(CN2CCOCC2)cc1)c1ccc(-c2cc(Cl)ccc2Cl)o1 ?
KM12: 8.8*; HT29: 2.8*; SF-539: 88; SNB-75: 48; HCC-2998: -83*; SNB-19: 55; SW-620: -2.3*; SF-295: 58; SF-268: 58

How did O=[N+]([O-])c1ccc(OCCOc2ccccc2)c(Cl)c1 do in these assays?
KM12: 102; HT29: 78; SF-539: 101; SNB-75: 97; HCC-2998: 99; SNB-19: 105; SW-620: 94; SF-295: 130; SF-268: 106

Two consecutive records out of the list so far, quoted:
Results for CCCC1=C(C(=O)OCC)C(c2ccc(OC)cc2)NC(=O)N1 (configuration not stated) ?
KM12: 103; HT29: 104; SF-539: 106; SNB-75: 83; HCC-2998: 93; SNB-19: 101; SW-620: 94; SF-295: 100; SF-268: 105

Results for CCCCOc1ccccc1[N+](=O)[O-] ?
KM12: 99; HT29: 94; SF-539: 99; SNB-75: 100; HCC-2998: 97; SNB-19: 107; SW-620: 98; SF-295: 99; SF-268: 111

(listing goes on)
Results for O=C(NCCCCC(Cl)(Cl)C(=O)O)c1ccccc1 ?
KM12: 109; HT29: 104; SF-539: 106; SNB-75: 77; HCC-2998: 114; SW-620: 99; SF-295: 106; SF-268: 105

What do the screens show for `Cc1cc(C2(c3cc(C)c(OCC(O)CO)cc3C(C)C)OC(=O)c3ccccc32)c(C(C)C)cc1OCC(O)CO` (configuration not stated)?
KM12: 59; HT29: 82; SF-539: 82; SNB-75: 64; HCC-2998: 100; SNB-19: 81; SW-620: 81; SF-295: 61; SF-268: 64

Results for COc1cccc(-c2nn(-c3ccccc3)cc2-c2ccnc(N3CCN(C(=O)Nc4ccc(Cl)c(Cl)c4)CC3)c2)c1 ?
KM12: 77; HT29: 78; SF-539: 85; SNB-75: 97; HCC-2998: 112; SNB-19: 80; SW-620: 85; SF-295: 94; SF-268: 90

What do the screens show for `Cc1ccc(S(=O)(=O)NCCCNc2nccc(-c3[nH]c(-c4ccccc4)nc3-c3ccc(F)c(O)c3)n2)cc1`?
KM12: 84; HT29: 96; SF-539: 105; SNB-75: 74; HCC-2998: 127; SNB-19: 107; SW-620: 115; SF-295: 95; SF-268: 105

Results for COc1ccc(NC(=O)CSc2nnc(-c3ccc4nc(-c5ccc(OC)c(OC)c5)[nH]c4c3)o2)cc1OC ?
KM12: 101; HT29: 105; SF-539: 93; SNB-75: 100; HCC-2998: 111; SNB-19: 113; SW-620: 105; SF-295: 107; SF-268: 93

What do the screens show for `CCn1cc(C(=O)O)c(=O)c2cc(F)c(N3CCN(C(=O)CSc4nc(N)cc(N)n4)CC3)cc21`?
KM12: 109; HT29: 102; SF-539: 98; SNB-75: 107; HCC-2998: 111; SNB-19: 104; SW-620: 102; SF-295: 102; SF-268: 100

What do the screens show for `Cc1ccccc1C(=O)NC1CCCCC1`?
KM12: 104; HT29: 97; SF-539: 110; SNB-75: 95; HCC-2998: 117; SNB-19: 100; SW-620: 110; SF-295: 98; SF-268: 97

Results for COCCOC(=O)Nc1cc(Cl)ccc1C ?
KM12: 105; HT29: 98; SF-539: 97; SNB-75: 86; HCC-2998: 105; SNB-19: 103; SW-620: 110; SF-295: 91; SF-268: 107

Results for COc1ccc(-c2nc(N3N=C(c4ccc(F)cc4)CCC3=O)n(C)c(=O)c2C#N)cc1OC ?
KM12: 113; HT29: 104; SF-539: 96; SNB-75: 88; HCC-2998: 108; SNB-19: 103; SW-620: 106; SF-295: 96; SF-268: 106

Results for Cn1c(=S)c2[nH]c(SCCN)nc2n(C)c1=O ?
KM12: 110; HT29: 99; SF-539: 90; SNB-75: 99; HCC-2998: 104; SNB-19: 103; SW-620: 108; SF-295: 98; SF-268: 111

Results for CCOc1ccc(/C=C(\C#N)c2cc3ccccc3[nH]2)cc1 ?
KM12: 23; HT29: 14; SF-539: 68; SNB-75: 67; HCC-2998: 73; SNB-19: 80; SW-620: 25; SF-295: 58; SF-268: 84

How did COC(=O)C1(CC(=O)C=C(C)C)NC(=S)NC(=O)C1C#N (configuration not stated) do in these assays?
KM12: 108; HT29: 138; SF-539: 104; SNB-75: 120; HCC-2998: 111; SNB-19: 103; SW-620: 123; SF-295: 100; SF-268: 105

What do the screens show for `O=C(/C=C/c1ccc(Cl)cc1)c1ccc(Nc2nc(N3CCCCC3)nc(N3CCCCC3)n2)cc1`?
KM12: 112; HT29: 103; SF-539: 100; SNB-75: 97; HCC-2998: 97; SNB-19: 105; SW-620: 100; SF-295: 100; SF-268: 103

Filtered by structure: the entries above with a furan ring, fused or not (two)
How did C/C(=N\Nc1ccc(S(N)(=O)=O)cc1)c1cc2ccccc2o1 do in these assays?
KM12: 105; HT29: 113; SF-539: 95; SNB-75: 110; HCC-2998: 112; SNB-19: 101; SW-620: 117; SF-295: 97; SF-268: 111

Results for O=C(Nc1ccc(CN2CCOCC2)cc1)c1ccc(-c2cc(Cl)ccc2Cl)o1 ?
KM12: 8.8*; HT29: 2.8*; SF-539: 88; SNB-75: 48; HCC-2998: -83*; SNB-19: 55; SW-620: -2.3*; SF-295: 58; SF-268: 58
